# Source: PubChem BioAssay (National Center for Advancing Translational Sciences (NCATS))
# AT treatment: candidate therapy for ataxia-telangiectasia. […] A-T fibroblasts, KAP-1 phosphorylation AlphaLISA; neocarzinostatin DNA damage 30 min before lysis. Potency, µM (top dose mostly 57.5 µM), without a hit: top-dose activation, usual class: activators. 320,000 compounds, 0.19% hits; note: potency is the fitted concentration of half-maximal effect; % of control where 0% means no effect; nearly all actives have a fitted effect of over 45% in size
#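 hTERT-immortalized A-T patient fibroblasts ([…]), 500 cells/well in OPTI-MEM, 1% FBS, got compounds for 60 min, then NCS for 30 min at 37C. Lysates were then assayed for phospho-KAP-1 by AlphaLISA (anti-pKAP1 donor, anti-KAP1 acceptor beads), 6 hr at 25C.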
# CXXC DNA block: MLL CXXC-DNA interaction inhibition. Potency, µM (titrated, usually from 115 µM), for inactives: at the highest dose activity change, negative = inhibition, most hits filed as inhibitors. 290,000 compounds, 0.037% hits. MLL-CXXC / FITC-HOXA9 DNA fluorescence polarization; active = well fitted inhibition curve with a large enough effect in the polarisation, with a control signal flat, not every such curve was filed as active; inconclusive = small, poorly fitted or top-dose-only effect, or effect the other way, or a change in a side signal; inactive = no such curve, though single readings can be large or run the other way; the % refers to the polarisation; note: potency is the fitted concentration of half-maximal effect
#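 Purified MLL-CXXC (added from a 7 uM solution) was preincubated 5 min at ambient with pinned compounds in 50 mM Tris-HCl pH 7.5, 50 mM NaCl, 1 mM DTT, 0.05% BSA. Fluorescein-labeled HOX-A9 DNA (50 nM solution) followed, 30 min, then polarization read.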
# Coupling enz: counter-screen for Giardia aldolase inhibitors: coupling enzyme system. coupling enzyme system counterscreen, AmpLite Red fluorescence. activity change, negative = inhibition, % at 58.2 µM, hits read low. 290,000 compounds, 0.67% hits. AID 2472; in the data active = activity change below about -30%; note: % is set by controls: 0 for no effect and ±100 for the full control effect
#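 Activity here indicates interference with the coupling reaction, not aldolase inhibition. Compounds at 57.5 uM final met coupling enzymes for 10 min at RT; substrate and AmpLite Red detection followed, with a 525/598 nm fluorescence read after 20 min.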
# GALK inh: galactokinase (human) inhibition. Purified GALK, Kinase-Glo residual ATP luminescence. Potency, µM (doses to about 57.5 µM), for inactives: at the top dose activity change, negative = inhibition, actives largely listed as inhibitors. 270,000 compounds, 0.007% hits. AID 1868; note: potency is the fitted concentration of half-maximal effect; % is set by controls: 0 for no effect and ±100 for the full control effect
# Target sequence (P51570 whole entry, looked up): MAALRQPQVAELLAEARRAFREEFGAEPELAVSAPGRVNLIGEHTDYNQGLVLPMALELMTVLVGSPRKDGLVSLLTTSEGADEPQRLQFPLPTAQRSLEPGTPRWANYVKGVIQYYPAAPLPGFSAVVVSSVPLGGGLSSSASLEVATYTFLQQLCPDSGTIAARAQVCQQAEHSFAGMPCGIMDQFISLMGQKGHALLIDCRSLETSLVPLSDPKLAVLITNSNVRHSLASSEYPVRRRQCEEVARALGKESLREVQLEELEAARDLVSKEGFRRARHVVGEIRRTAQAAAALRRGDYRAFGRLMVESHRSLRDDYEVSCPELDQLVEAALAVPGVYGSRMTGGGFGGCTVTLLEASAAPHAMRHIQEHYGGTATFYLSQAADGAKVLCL
#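 Quantitative HTS: GALK 5 nM, ATP 35 uM, galactose 100 uM, 1 h room temperature, then luciferase-based ATP detection.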
# Tb PFK block: inhibitors of T. brucei phosphofructokinase. O15648. T. brucei PFK, ADP-Glo luminescence. Potency, µM (titrated, usually from 57.5 µM), inactives show top-dose activity, negative = inhibition, actives largely listed as inhibitors. 330,000 compounds, 0.17% hits;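 note: potency is the fitted concentration of half-maximal effect; 0% = uninhibited 1x PFK enzyme wells and -100% = no-enzyme wells; nearly all actives have a fitted effect of over 60% in size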
# Target sequence (O15648 whole entry, looked up): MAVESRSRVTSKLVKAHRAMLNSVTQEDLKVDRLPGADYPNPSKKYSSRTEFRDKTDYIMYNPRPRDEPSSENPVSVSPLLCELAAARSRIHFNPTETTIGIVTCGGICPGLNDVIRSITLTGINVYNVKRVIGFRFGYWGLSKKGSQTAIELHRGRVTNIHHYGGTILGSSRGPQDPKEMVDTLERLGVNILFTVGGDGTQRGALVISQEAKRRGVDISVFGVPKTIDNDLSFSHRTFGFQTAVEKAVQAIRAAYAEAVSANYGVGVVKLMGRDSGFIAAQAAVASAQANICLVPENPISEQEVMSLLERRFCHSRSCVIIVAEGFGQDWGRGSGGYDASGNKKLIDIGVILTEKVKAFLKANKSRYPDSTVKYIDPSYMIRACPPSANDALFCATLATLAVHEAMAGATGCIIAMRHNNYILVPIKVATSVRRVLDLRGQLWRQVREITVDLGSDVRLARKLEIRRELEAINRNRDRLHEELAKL
#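 In TEA buffer at pH 8.0 with 5 mM MgCl2, enzyme (1.25 nM) converted F6P (0.5 mM) and ATP (0.1 mM) for 45 min at room temperature. ADP product was read by luciferase luminescence.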
# KCNH2 WT inh: KCNH2 (human, wildtype) channel inhibition. Q12809. U2OS, BacMam KCNH2, thallium flux FluxOr; hits give low values. activity change, % at 1.84 µM. 340,000 compounds, 0.37% hits;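 active = maximum activity change below -70%; inconclusive = maximum activity change between -70% and -50%; inactive = maximum activity change above -50%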; note: % is set by controls: 0 for no effect and ±100 for the full control effect
#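 U2OS cells transduced with wild-type KCNH2 virus are loaded with FluxOr dye for 45 min, and thallium flux is measured in kinetic reads before and after stimulation buffer. Rate constants are normalized to DMSO controls.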
# TSHR antag: blocks TSH signaling through the human TSH receptor; TSHR-expressing cells, TSH-stimulated cAMP HTRF, 2 h; hits give low values; activity change, negative = inhibition, % at 11.5 µM; 330,000 compounds, 0.2% hits; AID 504810;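 active = activity change below a set negative limit, meaning inhibition stronger than a set level, cut at about -70% in these data; inconclusive = activity change between two set negative limits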; note: % is set by controls: 0 for no effect and ±100 for the full control effect
#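 Cell-based HTRF cAMP assay; TSHR cells + compound, TSH EC80 (4nM final), 2 h, 37 deg C. Lysis with anti-cAMP cryptate and cAMP-d2, 30 min RT, read 665/620 nm.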
# Giardia killer: kills Giardia lamblia. activity change, % at 7.66 µM, hits read low. 340,000 compounds, 0.15% hits. Giardia lamblia trophozoite viability; in the data active = activity change below about -80%; inconclusive = between about -30% and that limit;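 note: parasites exposed to compound for two days anaerobically before the ATP read; % is set by controls: 0 for no effect and ±100 for the full control effect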
#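 Killing of trophozoites was scored by loss of ATP luminescence after a 48 hrs anaerobic exposure to compounds at 37 deg C, using 100 cells per well.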
# BCR signal inh: blocks chronic active B-cell receptor signaling; Potency, µM (series often up to 46.1 µM), for inactives: top-dose ratio change, negative = lower green/red ratio, most hits filed as inhibitors; 340,000 compounds, 0.05% hits; AID 493014; ABC-DLBCL IkBa-CBG/CBR reporter, luminescence ratio, 4 h; active = well fitted inhibition curve with a large enough effect in the signal ratio, with a control signal flat, not every such curve was filed as active; inconclusive = small, poorly fitted or top-dose-only effect, or effect the other way, or a change in a side signal; the % refers to the signal ratio;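 note: potency is the fitted concentration of half-maximal effect; plate controls were basal doxycycline-induced cells for no effect and cells given 10 µM MG132 for full effect; MG132 reads +100%, hits lower the ratio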
#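 Cell line TMD8 (human ABC DLBCL), stably expressing tet-inducible CBG68-IkBa fusion and CBR; IMDM/0.5% FBS; cpd up to 46 uM; dox induction, 4 h, 37C/5% CO2; dual luminescence; green/red ratio; MG132 control.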
# TCR act: T cell receptor activation | AID 504894 | Potency, µM (doses to about 9.22 µM), for inactives: top-dose activation of IL-2 secretion, most hits filed as activators | primary human leukocytes, anti-CD3, IL-2 HTRF, 48 h | 330,000 tested, under 10 active; note: % of control where 0% means no effect
#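 Primary human leukocytes incubated 48 hr with anti-CD3 beads plus compound, without co-stimulation. Secreted IL-2 measured by HTRF (europium cryptate/d2 anti-IL-2 pair, 320 nm excitation, 665 nm emission).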
# Starred values were filed as active, the others as inactive; ? = inconclusive; . = not tested or not shown; [ ] = dose if it differs, or a comment. Unless noted, calls come from the whole dose curve; as a rule, active = well fitted curve in the direction sought with a large enough effect; inconclusive = small, poorly fitted or top-dose-only effect, or another doubt; inactive = no such curve, though single readings can be large; an effect the other way counts as inactive or inconclusive. Compounds were not picked by outcome (roughly 1.6% active in at least one column).
SMILES,AT treatment,CXXC DNA block,Coupling enz,GALK inh,Tb PFK block,KCNH2 WT inh,TSHR antag,Giardia killer,BCR signal inh,TCR act
COc1ccc(-c2ccc(NCCC3=CCCCC3)nn2)cc1OC,8%,12%,-1,7%,-1%,0,-5,3,-1%,.
CC(Oc1ccccc1[N+](=O)[O-])C(=O)N/N=C/c1ccoc1 (configuration not stated),-5%,8%,.,0%,-8%,-3,1,-10,6%,-24%
Cc1nn(CCS(=O)(=O)c2ccc(Cl)cc2)c(C)c1Br,?,-8%,2,0%,0%,4,1,-1,0%,-4%
CN(C)c1ccc(/C=N/NC(=O)c2cccc(C(=O)N/N=C/c3ccc(N(C)C)cc3)n2)cc1,-1%,1%,1,6%,1%,19,-2,-16,-12%,-5%
CSc1ccc(/C=N/Nc2nc(C)cc(=O)[nH]2)cc1,-12%,0%,1,13%,-7%,5,3,-5,?,3%
CN(Cc1nc(-c2cccs2)no1)CC1(N2CCOCC2)CCCCC1,0%,0%,2,0%,-2%,-14,1,19,?,8%
Cc1ccsc1/C=N/NC(=O)c1ccc(Cn2cc(Br)cn2)o1,3%,7%,2,.,-2%,12,-7,21,0%,1%[46.1 µM]
Cc1ccc(S(=O)(=O)N(C)Cc2ccc(C(=O)NN=C(CC(C)C)CC(C)C)cc2)cc1,-3%,0%,-2,1%,-13%,4,2,-2,6%,-2%[46.1 µM]
CCCOc1ccc(N2C(=O)CC(N3CCN(S(=O)(=O)c4ccccc4)CC3)C2=O)cc1 (configuration not stated),.,4%,2,0%,-4%,-3,-1,-23,-2%,4%
Cc1ccnc(NC(=O)COc2ccc3c(c2)CCC3)c1,5%,.,.,.,-7%,0,1,-20,?,0%
Cc1ccc(/C=N\NC(=O)C2CN(S(=O)(=O)c3ccccc3)CCN2S(=O)(=O)c2ccccc2)cc1 (configuration not stated),3%,-2%,-2,0%,1%,3,1,13,3%,5%[46.1 µM]
O=C(NCCN1CCCCC1)c1ccc(/C=N/O)nc1,-6%,-8%,1,1%,-1%,-21,-4,-30,0%,-18%
Cc1cc(N/C(=N\S(=O)(=O)c2ccc(F)cc2F)c2ccccc2)no1,-2%,-4%,-2,0%,-2%,16,-6,0,?,3%
Cc1cccc(C(=O)Oc2ccc(/C=N/NC(=O)c3ccc(O)cc3)cc2)c1,-4%,141%[activator],1,-7%,0%,5,-13,-11,?,-1%
CCOC(=O)c1cnn2c(C(F)(F)F)cc(-c3ccco3)nc12,8%,-2%,4,5%,1%,0,2,-23,7%,-2%
CCN1C(=O)/C(=C\N2CCN(c3ccc(F)cc3)CC2)SC1=S,-4%,3%,0,1%,3%,20,10,9,?,-5%
Cc1ccc2c(c1)C1CN(C)CCC1N2CC(=O)N(C)c1ccccc1 (configuration not stated),1%,18%,-1,5%,0%,4,-6,4,0%,6%
CCn1c2ccccc2c2cc(/C=N/n3cn[nH]c3=S)ccc21,-2%,0%,.,3%,-25%,-6,-10,10,-7%,3%
Cc1ccc(-c2nc(SCC(=O)N(C)c3c(N)n(Cc4ccccc4)c(=O)[nH]c3=O)n[nH]2)cc1,4%,-3%,.,5%,-2%,-10,6,0,1%,-1%
C[n+]1ccn(CC(=O)c2ccc(Br)cc2)c1,-1%,0%,3,.,-8%,-10,1,6,2%,1%[46.1 µM]

# A stretch from the list above:
SMILES,AT treatment,CXXC DNA block,Coupling enz,GALK inh,Tb PFK block,KCNH2 WT inh,TSHR antag,Giardia killer,BCR signal inh,TCR act
Cc1ccc(/C=N\NC(=O)C2CN(S(=O)(=O)c3ccccc3)CCN2S(=O)(=O)c2ccccc2)cc1 (configuration not stated),3%,-2%,-2,0%,1%,3,1,13,3%,5%[46.1 µM]
O=C(NCCN1CCCCC1)c1ccc(/C=N/O)nc1,-6%,-8%,1,1%,-1%,-21,-4,-30,0%,-18%
Cc1cc(N/C(=N\S(=O)(=O)c2ccc(F)cc2F)c2ccccc2)no1,-2%,-4%,-2,0%,-2%,16,-6,0,?,3%
Cc1cccc(C(=O)Oc2ccc(/C=N/NC(=O)c3ccc(O)cc3)cc2)c1,-4%,141%[activator],1,-7%,0%,5,-13,-11,?,-1%
CCOC(=O)c1cnn2c(C(F)(F)F)cc(-c3ccco3)nc12,8%,-2%,4,5%,1%,0,2,-23,7%,-2%

# Next part:
SMILES,AT treatment,CXXC DNA block,Coupling enz,GALK inh,Tb PFK block,KCNH2 WT inh,TSHR antag,Giardia killer,BCR signal inh,TCR act
Cc1csc(NC(=O)c2ccc(Cn3nc(C)c(Br)c3C)o2)n1,3%,7%,2,0%,1%,1,-31,5,?,1%
CC(C)OCCCn1c(SCC(=O)N2CCCC2=O)nc2ccccc2c1=O,2%,.,.,.,1%,-6,-6,23,1%,2%
Cc1ccc(S(=O)(=O)Nc2ccc(O)c(S(=O)(=O)c3ccc(C)cc3)c2)cc1,2%,-5%,0,3%,0%,0,-2,-12,-2%,-2%
COc1cccc2cc(C(=O)OCC(=O)NC3CCCC(C)C3C)c(=O)oc12 (configuration not stated),-4%,.,.,.,4%,13,-13,10,?,4%
CC(C)C(NC(=O)c1ccc(F)cc1)C(=O)N1CCN(C(=O)c2ccco2)CC1 (configuration not stated),3%,.,.,.,1%,12,-7,6,2%,-2%
Cc1c(CN2CCN(C)C(CCO)C2)[nH]c2c(Cl)cccc12 (configuration not stated),-1%,11%,1,4%,-3%,38,0,3,-5%,.
Cc1ccc(CNC(=O)CCc2nc3ccccc3c(=O)[nH]2)cc1,1%,0%,-5,0%,3%,0,1,8,-1%,-3%
COC(=O)c1cccc(NC(=O)NC(=O)c2ccccc2Cl)c1,7%,4%,1,0%,0%,3,4,-25,?,7%
Cc1csc(SCC(=O)Nc2cccc(C)c2C)n1,4%,.,.,.,-3%,0,3,-11,-8%,1%
COC(=O)c1oc2ccc(Br)cc2c1NC(=O)CCN1CCOCC1,2%,3%,1,0%,-1%,-13,-1,8,0%,4%
Cc1cc(C(=O)Nc2ccc(CC(=O)O)cc2)c(C)o1,8%,7%,-1,-3%,1%,3,-7,-26,5%,-3%
Cc1ccc(CNC(=O)CN(c2ccc(Cl)cc2)S(C)(=O)=O)cc1,0%,5%,1,1%,0%,-8,8,10,0%,-2%
Cc1ccc(S(=O)(=O)c2c(N)n(NC(=O)c3ccccc3C)c3nc4ccccc4nc23)cc1,3%,14%,1,0%,1%,24,0,3,?,3%
COc1ccc(CNc2n[nH]c(NCc3ccc(OC)c(OC)c3)n2)cc1OC,-1%,-1%,-1,-3%,-7%,2,-2,4,?,3%
Cc1nc2ccc(NC(=O)c3cccc(S(=O)(=O)N4CC(C)OC(C)C4)c3)cc2s1 (configuration not stated),.,18%,-1,0%,-7%,1,17,1,?,-14%
O=C(CN1C(=O)NC(c2ccccc2)(c2ccccc2)C1=O)NCc1ccc(F)cc1,8%,.,.,.,5%,1,.,5,1%,3%
O=C(Nc1cccc2ccccc12)c1cccc([N+](=O)[O-])c1,9%,-11%,-2,.,-13%,6,7,32[activator],0%,-13%
COc1ccc(CCN(C)C(=O)Cn2c(=O)oc3ccccc32)cc1OC,13%,0%,13,-1%,-12%,-13,16,-6,3%,-3%
O=C(NCc1ccc(Cl)cc1)c1cc(-c2cccs2)on1,10%,6%,4,0%,1%,-6,3,-13,1%,1%
CC[C@]1(C(=O)OC)[C@H]2C(=O)N(C)C(=O)[C@H]2[C@H]2CN(C)C(=NC)N21,15%,.,.,.,-3%,5,20,?,-2%,5%[46.1 µM]
CCOc1ccc(C(=O)Nc2cccc(SC)c2)cc1,0%,9%,0,.,0%,0,4,-8,?,1%[46.1 µM]
CCOc1ccc(NC(=O)CSc2nnc(-c3ccccc3)n2N)cc1,26%,3%,-2,3%,6%,8,38,9,-2%,-3%
Cc1ccc(-c2nn(-c3ccccc3)cc2/C=N/NC(=O)c2ccc3c(c2)OCO3)cc1,-1%,23%,-2,1%,0%,-7,-21,6,0%,-2%
COc1ccc(/C=N/NC(=O)c2cccnc2)cc1CN1CCc2ccccc2C1,1%,2%,2,0%,2%,-1,-2,17,1%,-1%

# Reprinted at random: three entries already listed
SMILES,AT treatment,CXXC DNA block,Coupling enz,GALK inh,Tb PFK block,KCNH2 WT inh,TSHR antag,Giardia killer,BCR signal inh,TCR act
CCOc1ccc(NC(=O)CSc2nnc(-c3ccccc3)n2N)cc1,26%,3%,-2,3%,6%,8,38,9,-2%,-3%
COc1ccc(/C=N/NC(=O)c2cccnc2)cc1CN1CCc2ccccc2C1,1%,2%,2,0%,2%,-1,-2,17,1%,-1%
Cc1ccc(-c2nn(-c3ccccc3)cc2/C=N/NC(=O)c2ccc3c(c2)OCO3)cc1,-1%,23%,-2,1%,0%,-7,-21,6,0%,-2%
